From PubChem
Pf Dd2 inh: blocks in vitro growth of P. falciparum Dd2. P. falciparum Dd2 growth, SYBR Green, 72 h. Potency, µM (doses to about 28.9 µM), without a hit: top-dose activity, negative = inhibition, most hits filed as inhibitors. hit rate 4.3% among 120,000. AID 1347417; active = well fitted inhibition curve with a large enough effect; inconclusive = small, poorly fitted or top-dose-only effect; inactive = no such curve, though single readings can be large or run the other way;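 note: plate controls were DMSO vehicle for no effect and reference drug for full effect; nearly all actives have a fitted effect of over 65% in size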
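Readout: SYBR Green fluorescence, 485 nm excitation, 535 nm emission, after ~16 h lysis at 37C. Before that, Dd2-infected red cells (2.5% hematocrit) grew 72 h with compound, 29 uM top final concentration.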
Numbers without * were called inactive; i = inactive; ? = inconclusive; [ ] = remark or other dose. Potency is the fitted concentration of half-maximal effect. Not all compounds are listed; count on the stated rates, not on these rows.

Start of the listing, in advance (four entries):
SMILES	Pf Dd2 inh
Nc1cncc(-c2nccc(N3CCC(O)CC3)n2)c1	-10.9%
COc1cccc(-c2nc3c(C#N)c[nH]n3c2NC2CCC(C)CC2)c1 (stereo not given)	i
O=C(C1CCCC1)N1CCC(c2noc(-c3ccccc3)n2)C1 (stereo not given)	i[5.79 µM]
COc1ccc(OCC(=O)NCc2ccc3c(c2)CCN3C(=O)c2ccc(F)cc2)cc1	14.4%

The list itself, previewed entries included:
SMILES	Pf Dd2 inh
Nc1cncc(-c2nccc(N3CCC(O)CC3)n2)c1	-10.9%
COc1cccc(-c2nc3c(C#N)c[nH]n3c2NC2CCC(C)CC2)c1 (stereo not given)	i
O=C(C1CCCC1)N1CCC(c2noc(-c3ccccc3)n2)C1 (stereo not given)	i[5.79 µM]
COc1ccc(OCC(=O)NCc2ccc3c(c2)CCN3C(=O)c2ccc(F)cc2)cc1	14.4%
CCN(CC)C(=O)C[C@@H]1CCNC[C@@H]1Cc1cc(C(=O)OC)on1	30.2%[activator][44.1 µM]
O=C(Nc1onc2c1CCCC2)c1ccccc1	-5.7%
COc1ccccc1-c1c(C)nn2c(N3CCN(c4cccc(Cl)c4)CC3)cc(C)nc12	6.9%
Cc1cc(C)cc(Nc2nc3c(S(=O)(=O)c4cccc(Cl)c4)nnn3c3ccsc23)c1	-10.7%
CCOC(=O)c1c(C)oc2ncnc(NCCc3ccccc3)c12	-6.1%
CCOc1ccccc1NC(=O)n1ncc2cc(Cl)ccc21	1.0%
Cc1cc(NC(=O)CN(C)S(=O)(=O)c2ccc3c(c2)CCC(=O)N3)ccc1Br	?
OC[C@@H]1CNC[C@H]1c1nc(-c2ccncc2)no1	5.0%
COc1ccc(-c2noc(CC3CCN(C(=O)c4cc(Cl)ccc4F)CC3)n2)cc1	?
Cc1ccc(-c2ccc3nnc(CNC(=O)C4CCCCC4)n3n2)cc1C	17.2%
O=C(O)Cn1c(-c2cccs2)cc2cc(Cl)ccc21	-15.4%
Cc1c(C(=O)N2CCC3(CC2)Nc2ccccc2NC3=O)cnc2ccnn12	-22.1%
Cc1ccc(C2Cn3nnc(C(=O)N4CCN(C(=O)c5ccsc5)CC4)c3CO2)cc1 (stereo not given)	-8.2%
COc1ccc(CNC(=O)c2cnc(N(C)C)nc2)cc1	3.9%
COc1ccc(Cn2nnc3c(=O)[nH]c(C4CCN(C(=O)c5ccc(C)cc5)CC4)nc32)cc1OC	?
O=C(Nc1ccccc1)c1cc2n(n1)CCN(C(=O)CCn1cnnn1)C2	-3.6%

Retrieved by structure from above, four records:
SMILES	Pf Dd2 inh
O=C(Nc1onc2c1CCCC2)c1ccccc1	-5.7%
O=C(Nc1ccccc1)c1cc2n(n1)CCN(C(=O)CCn1cnnn1)C2	-3.6%
Cc1ccc(C2Cn3nnc(C(=O)N4CCN(C(=O)c5ccsc5)CC4)c3CO2)cc1 (stereo not given)	-8.2%
COc1cccc(-c2nc3c(C#N)c[nH]n3c2NC2CCC(C)CC2)c1 (stereo not given)	i

Remaining list, next part
SMILES	Pf Dd2 inh
Cc1ccc(CNC(=O)c2cccc(-n3cnc4cccnc43)c2)cc1	23.5%
Cc1ccc(NC(=O)c2sc3nc[nH]c(=O)c3c2C)cc1C	-9.5%
Cc1cc(N2CCCCC2)nc2ccc(NC(=O)c3cccc(F)c3)cc12	i
CCc1nc(-c2c3n(c(=O)n(CC(=O)Nc4ccc(C)c(F)c4)c2=O)CCCCC3)no1	-21.7%
Cc1cc(NC(=O)c2ccc(Cl)c(Cl)c2)ccc1-c1cc2ccccc2oc1=O	i
CS(=O)(=O)N1CCCC1c1noc(CCC(=O)NCCN2CCCCC2)n1 (stereo not given)	39.5%
COC(=O)[C@@H]1Cc2c([nH]c3ccccc23)[C@H]2C[C@@H](NCCNC(C)=O)C[C@@H](c3ccccc3)N21	-14.4%
COCC[C@]1(O)CCN(C(=O)Nc2ccc(F)c(C(F)(F)F)c2)C[C@H]1C	-12.1%
Cc1cccc(C(=O)N2CCCC(C(=O)N3CCN(c4ccccn4)CC3)CCNC(=O)CC2)c1 (stereo not given)	-17.1%
COc1cc(N2C(=O)CSC23C(=O)N(Cc2cccc(F)c2)c2ccccc23)cc(OC)c1OC (stereo not given)	?
Nc1nc(NCCNC(=O)c2ccccc2Cl)cc(C2CC(O)C2)n1 (stereo not given)	-6.6%
CCc1ccc(CNC(=O)c2cc3cc(S(=O)(=O)N4CCCCC4)ccc3n2C)cc1	?
Cc1nc2ccn(Cc3cccnc3)c(=O)c2cc1C(=O)Nc1ccc(OC(F)(F)F)cc1	?
NC(=O)c1cccnc1OC1CCN(CCc2ccccc2)CC1	?
COC(=O)c1ccc2nc(CO[C@H]3CN(Cc4cnn(C)c4)C[C@H]3F)[nH]c2c1	-22.3%[44.1 µM]
COc1cccc(C(=O)c2cn(CC(=O)Nc3cccc(C(F)(F)F)c3)c3nc(C)ccc3c2=O)c1	4.5%
Cn1cc(CN2C[C@H](C(=O)Nc3cccnc3)C[C@H]2c2cccc(C(F)(F)F)c2)cn1	i
COc1cccc(Cn2c(SCc3ccc(C(=O)N4CCC(C)CC4)cc3)nc3ccncc32)c1	-23.5%
COc1ccc2nc(C[C@@H]3C[C@@H](C(C)C)[C@H](CNC(=O)CC(C)(C)CC(=O)O)C=C3C)[nH]c2c1	i
Cc1noc(C)c1S(=O)(=O)N1CC[C@@H](c2ccc3c(c2)OCO3)[C@H](O)C1	-6.5%

Continued; the last 4 above are carried over.
SMILES	Pf Dd2 inh
Cn1cc(CN2C[C@H](C(=O)Nc3cccnc3)C[C@H]2c2cccc(C(F)(F)F)c2)cn1	i
COc1cccc(Cn2c(SCc3ccc(C(=O)N4CCC(C)CC4)cc3)nc3ccncc32)c1	-23.5%
COc1ccc2nc(C[C@@H]3C[C@@H](C(C)C)[C@H](CNC(=O)CC(C)(C)CC(=O)O)C=C3C)[nH]c2c1	i
Cc1noc(C)c1S(=O)(=O)N1CC[C@@H](c2ccc3c(c2)OCO3)[C@H](O)C1	-6.5%
O=C(c1cc(F)ccc1F)N1CCCN(CCc2ccccc2)c2ccccc21	i
O=S(=O)(c1cccc(Cl)c1)c1nnn2c1nc(NC1CCCC1)c1sccc12	12.6µM*
O=C(c1ccc2cccnc2c1O)N1CCCC(CCc2ccccc2F)C1 (stereo not given)	?
Cc1ccc(CN[C@@H]2CO[C@H](CNC(=O)c3ccc(F)cc3)[C@H]2O)cc1	i
COc1ccccc1OCCNC(=O)C1CCc2ncc(-c3ccc(F)cc3)n2C1 (stereo not given)	-18.3%
CCCCCN1C(C(=O)c2ccccc2)=C(NC(=O)c2ccc(C)cc2)c2ccccc2S1(=O)=O	?
Cc1cc(N2CCN(C)CC2)nc2ccc(NC(=O)Nc3ccccc3Cl)cc12	3.16µM*
COc1ccc(OCc2ccc(-c3nc(C#N)c(N4CCN(C)CC4)o3)o2)cc1	i[0.594 µM]
C#CCNC(=O)c1cc(-c2ccc([S+](C)(=O)[O-])cc2)c2cccn2n1	-10.4%
CC(C)c1noc([C@@H]2C[C@H](NC(=O)C3CCCCC3)CN2C)n1	?
O=C(Nc1ccccc1)O[C@@H]1CO[C@H]2[C@@H]1OC[C@@H]2NC(=O)c1ccc(C(F)(F)F)cc1	20.1%
CCOC(=O)CCn1nc(-c2ccc(C)cc2)c2ccccc2c1=O	?
COc1ccc(-c2noc([C@@H]3CCCN3C(=O)Cc3ccccc3)n2)cc1	i
Fc1ccc(-c2cn3cc(Cc4ccccc4)sc3n2)cc1	-2.8%
CNC(=O)N1CCC(C2CCN(Cc3cc(F)c(F)c(F)c3)C2)CC1 (stereo not given)	?
CC1(C)[C@H]2CC[C@@H](CNC(=O)c3ccc(Cl)cc3)[C@@H]1C2	?
COCCN1CCCC(c2[nH]ccc2C(=O)NCCn2cccn2)C1 (stereo not given)	-18.0%
CCCOc1ccc(C(=O)N2C[C@H](c3cccc(OC)c3)[C@@H](N)C2)cc1Cl	?
Cc1ccc(CNC(=O)CC2CCCN(c3cn[nH]c(=O)c3)C2)cc1 (stereo not given)	0.4%
COc1cccc(CNC(=O)c2ccc(-c3nc(COc4ccccc4)c(C)o3)cc2)c1	8.0%
O=C(NC1CCCCC1)[C@@H]1C[C@@H](O)CN1C1CCN(C(=O)c2cccnc2)CC1	10.9%
CCCn1c(-c2ccc(S(=O)(=O)N3CCOCC3)cc2)csc1=Nc1ccc(OCC)cc1	-10.2%
Cc1ccc2nc(NC(=O)CSc3nccn3Cc3ccc(F)cc3)sc2c1	-8.8%
CCCNC(=O)O[C@@H]1CC[C@]2(C)C(CC[C@@H](O)[C@H]2CC(=O)NCc2ccc3c(c2)OCO3)[C@]1(C)CO (stereo not given in full)	-18.0%
COc1ccc(-c2cn(C[C@H]3CC4CCN3C[C@@H]4C(=O)NCCNC(C)=O)nn2)cc1 (stereo not given in full)	9.0%[44.1 µM]
COc1cccc(C(=O)N2CCC[C@H]2c2nc(-c3ccccc3Cl)no2)c1	i
CC(C)Cn1cnc2cccnc21	11.1%[44.1 µM]
CC(C)OCCCNc1nc2c([S+](=O)([O-])c3ccc(Cl)cc3)nnn2c2ccccc12	9.9%
O=C(c1ccc(N2CCC(NCc3cc(C(F)(F)F)ccc3F)CC2)cc1)N1CCCC(CO)C1 (stereo not given)	-31.0%
COc1cccc2c1cc1c(=O)n(CC(=O)N3CCN(c4ccc(Cl)cc4)CC3)nc(C)n12	32.7%[activator]
O=c1[nH]c(N2CCOCC2)nc2c1CCN(Cc1ccc(F)cc1F)CC2	?
Cc1noc(C)c1-c1cc2c(c(-c3cccc(CO)c3)c1)C(=O)N(C)C2=O	i
O=C(CC1CCN(S(=O)(=O)c2ccc3c(c2)OCCO3)C1)NCc1ccccc1 (stereo not given)	i
COc1ccc(Cl)cc1-n1c(CCC(=O)O)ccc1-c1ccc(C)cc1	62.7%[activator]
COc1ccccc1NC(=O)N1C[C@@H]2C[C@H](C1)c1c(-c3cccs3)ccc(=O)n1C2	-21.7%[44.1 µM]
COc1ccc(C(=O)NC2CCN(c3cn[nH]c(=O)c3)CC2)c(OC)c1	-0.6%
CC1=C(C(=O)Nc2ccc(C)cc2)C(c2ccccc2Cl)n2nnnc2N1 (stereo not given)	23.5%
O=C(CN1C(=O)COc2ccc(C(=O)COc3ccc(Cl)cc3F)cc21)NC1CCCCC1	5.4%
O=C(Nc1ccccc1)N1CCCC(Cn2c(C3CC3)nc3cccnc32)C1 (stereo not given)	?
COc1nc2nc(CC3CC3)n(C)c2cc1-c1ccc(CO)cc1	-10.5%[44.1 µM]
CCN(CC)C(=O)c1ccc2c(c1)N(Cc1ccc(C(F)(F)F)cc1)C(=O)c1ccccc1S2	?
Fc1ccc(OC2CN(Cc3ccccc3)C2)c(F)c1	-9.5%[44.1 µM]
O=C(c1ccccc1F)N1CCCC(c2nn(-c3ccc(F)cc3)c(=O)[nH]2)C1 (stereo not given)	-4.4%
COc1cccc(CC(=O)N[C@@H]2C[C@H](Cn3cc(C4CC4)nn3)[C@@H](O)[C@H]2O)c1	9.2%[44.1 µM]
O=[S+]1([O-])NC2(CCN(Cc3cccs3)CC2)COc2ccccc21	?
Cc1cc(C)c(/C=C/c2onc(C)c2S(=O)(=O)N2CCC(C(=O)NCC(C)c3ccccc3)CC2)c(C)c1 (stereo not given)	?
COc1ccc(CNC(=O)N2CCC(c3noc(-c4ccccc4)n3)C2)cc1 (stereo not given)	7.2%[5.79 µM]
CN1CC2(CCN(C3CCN(Cc4ccccc4)CC3)CC2)CC1C(=O)N1CCOCC1 (stereo not given)	?
Cc1ccc(C(=O)NC2CCN(c3cc(-c4cccs4)[nH]n3)CC2)c(C)c1	i
c1cc2c(cc1-c1noc(-c3nc(-c4ccc5c(c4)OCO5)no3)n1)OCO2	12.3%
CN(C)[C@@H]1CO[C@H](CNS(C)(=O)=O)[C@H]1O	16.6%[44.1 µM]
Cc1ccc(-c2cc(C(=O)O)n(C)c2)cc1	31.6%[activator]
Cc1ccc(CC(=O)Nc2c(C(=O)N3CCN(c4ccccc4)CC3)oc3ccccc23)cc1	?
COCCN1C(=O)[C@H]2CN(Cc3ccc(OC)cc3OC)C[C@H]2C1=O	i
Cc1ccc(CN2c3ccccc3S(=O)(=O)c3ccccc32)cc1	-12.0%
Cc1nc(CC2CCN(C(=O)C3CCCC3)CC2)n[nH]1	5.9%
COc1ccc(-c2cc([C@H]3CN4CC[C@H]3C[C@@H]4CNC(=O)C3CC3)nc(C)n2)cc1OC	i
CN(C)C[C@@H]1CN(Cc2ccncc2)C[C@H]1NC(=O)NCc1ccccc1	-7.6%
O=c1cc(-c2ccccc2)nc(SCc2nc(-c3cccc(C(F)(F)F)c3)no2)[nH]1	13.4%
O=C(CN1C(=O)NC2(CCCCC2)C1=O)NCCc1cccs1	13.0%
Following part
SMILES	Pf Dd2 inh
COc1ccc(CCNS(=O)(=O)c2c(C)nc3sc(C)cn3c2=O)cc1OC	-16.0%
COc1ccccc1NC(=O)Nc1ccc(-c2nnc3n2CCCC3)cc1	3.98µM*
O=S(=O)(NCCc1csc2nc(-c3ccc(F)cc3)nn12)c1ccc2c(c1)OCCO2	-7.7%
COC(=O)c1ccc2c(c1)N(CC(=O)Nc1cccc(C(F)(F)F)c1)C(=O)c1ccccc1S2	5.5%
CN(C)c1cccc(C(=O)N2CCCC(n3cc(-c4nc(C5CC5)no4)nn3)C2)c1 (stereo not given)	?
CCCOc1ccc(/C=C/C(=O)Nc2sc3c(c2C(=O)OCC)CCC(C)C3)cc1OC (stereo not given)	43.0%
CC(=O)Oc1c(-c2ccc(NC(=O)C3CC3)cc2)c(-c2ccc3c(c2)OCO3)nn1-c1cccc(C)c1	?
Cn1cc(CN2CCOC[C@H](Oc3cnccn3)C2)cn1	-0.3%[44.1 µM]
CCNC(=O)N[C@H]1C[C@@H](Cc2cc(CN3CCCCC3)on2)C1(C)C	-23.5%[44.1 µM]
COCCNC(=O)c1cc(-c2ccccc2Oc2ccccc2)cc2ncn(C)c12	i
Cc1ccc(S(=O)(=O)c2cn(Cc3cccc(F)c3)c3cc(N4CCCC4)c(F)cc3c2=O)cc1	?
